hgDAF12 agonist = hgDAF-12 agonism, primary luciferase screen; HEK293 GAL4-hgDAF12 UAS-luciferase reporter, agonist luminescence; normalized to butyrate control; actives 1.8% (n = 370,000); activation, % at 6.8 µM;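 active = activation above a cutoff set at the mean of all screened compounds plus 3 SD, cut at about 10% in these data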;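 also: 0% = DMSO wells and 100% = sodium butyrate wells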
DAX1 inh-1 = DAX1 (NR0B1) inhibition, primary screen; HEK293T StAR-luciferase reporter, SF-1/DAX-1 repression relief; inhibition, % at 6.8 µM; actives 1.1% (n = 370,000); AID 652010;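 active = inhibition above the mean over all tested compounds plus 3 SD, cut at about 3.6% in these data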;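 also: 0% = DAX-1 cells with DMSO and 100% = cells lacking DAX-1 with DMSO; higher inhibition means more luminescence from relief of DAX-1 repression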
PLCb3 inh = blocks human PLC-beta3 enzyme activity. AID 720704. Purified PLC-beta3, fluorogenic substrate, fluorescence. inhibition, % at 12.2 µM. actives 0.18% (n = 370,000); in the data active = inhibition above about 11%;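 also: 0% = median of compound wells on plate and 100% = full blocker control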
DAX1 inh-2 = inhibits human nuclear receptor DAX1 | HEK293 Gal4-DAX1 luciferase reporter, luminescence | inhibition, % at 6.75 µM | actives 0.99% (n = 340,000) | AID 504766;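 active = inhibition above the mean over all tested compounds plus 3 SD, cut at about 4.2% in these data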;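 also: 0% = DAX1-transfected cells with DMSO and 100% = empty-vector control cells with DMSO; inhibition shows as a rise in luminescence from relieved DAX1 repression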
Target sequence (P51843 207-470 limits assumed): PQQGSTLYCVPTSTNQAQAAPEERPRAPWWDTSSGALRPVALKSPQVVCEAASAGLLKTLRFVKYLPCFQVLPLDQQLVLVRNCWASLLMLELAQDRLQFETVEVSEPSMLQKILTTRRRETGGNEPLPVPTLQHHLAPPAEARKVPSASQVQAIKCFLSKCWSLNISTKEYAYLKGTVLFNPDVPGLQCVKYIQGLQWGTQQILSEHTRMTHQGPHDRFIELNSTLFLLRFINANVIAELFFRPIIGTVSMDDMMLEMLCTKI
NR1D1 modulator = modulates human Rev-erb alpha binding to DNA; Rev-erbα–FITC-DNA binding, fluorescence polarization, 90 min; activity, % at 10 µM; actives 0.79% (n = 370,000); AID 1259318;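 active = activity above about 14%, limit read from the data; passing the limit was not always enough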;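 also: 0% = DMSO wells with 35 nM protein and 100% = DMSO wells with 750 nM protein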
Target sequence (P20393 whole entry, looked up): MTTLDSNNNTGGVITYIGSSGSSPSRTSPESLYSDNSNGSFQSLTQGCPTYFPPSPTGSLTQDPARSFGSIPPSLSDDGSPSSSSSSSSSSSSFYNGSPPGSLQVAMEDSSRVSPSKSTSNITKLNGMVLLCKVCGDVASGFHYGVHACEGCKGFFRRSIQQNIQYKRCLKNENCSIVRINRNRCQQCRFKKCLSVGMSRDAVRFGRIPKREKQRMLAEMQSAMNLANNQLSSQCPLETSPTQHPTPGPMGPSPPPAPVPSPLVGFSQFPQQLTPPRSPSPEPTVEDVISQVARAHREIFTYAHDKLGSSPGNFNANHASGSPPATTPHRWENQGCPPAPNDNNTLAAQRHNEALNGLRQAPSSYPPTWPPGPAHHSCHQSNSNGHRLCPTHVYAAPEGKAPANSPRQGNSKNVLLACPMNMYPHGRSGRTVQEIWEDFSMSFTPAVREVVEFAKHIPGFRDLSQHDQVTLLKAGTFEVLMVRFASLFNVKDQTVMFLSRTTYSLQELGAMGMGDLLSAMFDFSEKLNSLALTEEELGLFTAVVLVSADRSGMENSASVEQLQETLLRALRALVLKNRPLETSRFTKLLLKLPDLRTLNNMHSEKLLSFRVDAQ
GAA850 FXN act = frataxin GAA850 promoter activation. activation, % at 6 µM. actives 0.56% (n = 360,000). HEK293 lucGAA850 FXN promoter luciferase reporter, 24 h; percent of 10 µM SAHA response. AID 540364;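 active = activation above the average of all compounds screened plus 3 SD, cutoff fixed separately per campaign, cut at about 7.5% in these data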;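 also: 0% = DMSO wells and 100% = 10 µM SAHA wells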
PG9 binder = PG9 antibody binding by small molecule; TR-FRET gp120-PG9 antibody binding; actives 0.43% (n = 360,000); inhibition, % at 6.7 µM; in the data active = inhibition above about 8.5%
ssDAF12 agonist = S. stercoralis DAF-12 activation, primary screen | HEK293 ssDAF-12/GRIP1 lit1-tk-luc reporter, luminescence; % of 3 µM dafachronic acid response | actives 1% (n = 370,000) | activation, % at 6.8 µM;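 active = activation above the mean over all tested compounds plus 3 SD, cut at about 0.9% in these data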;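 also: 0% = DMSO-only wells and 100% = 3 µM delta7-dafachronic acid wells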
SMARCA2 activ = activators of SMARCA2 function. actives 1% (n = 370,000). activation, % at 9.1 µM. MG213 cells, MMTV-luciferase reporter, dexamethasone, overnight; in the data active = activation above about 7.8%;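 also: 0% = vehicle wells and 100% = reference activator wells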
hcDAF12 agonist = H. contortus DAF-12 activation, primary screen. HEK293 hcDAF-12 lit1-tk-luc reporter, luminescence; 0% DMSO, 100% Δ7-dafachronic acid. activation, % at 6.8 µM. actives 1.4% (n = 370,000);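 active = activation above the mean of all tested compounds plus 3 SD, cut at about 5.5% in these data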;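 also: 100% = response to 3 µM Δ7-dafachronic acid high control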
HGIII-sPLA2 inh = Blocks human group III sPLA2 activity | inhibition, % at 12.2 µM | QFRET BODIPY PC-A2 liposome hydrolysis, fluorescence | actives 0.56% (n = 370,000);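 active = inhibition above mean plus 3 SD of compounds lying within the high and low control bounds, cut at about 19% in these data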;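 also: 0% = median of test compound wells and 100% = no enzyme DMSO wells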
* hit, by the source's call; . = not tested or not shown. Rows were taken by chance, and some 7% of all compounds hit somewhere here.

Value order – DAX1 inh-2, PLCb3 inh, hgDAF12 agonist, DAX1 inh-1, ssDAF12 agonist, HGIII-sPLA2 inh, hcDAF12 agonist, GAA850 FXN act, NR1D1 modulator, PG9 binder, SMARCA2 activ
Cc1cccc(C(=O)c2cn[nH]c2-c2ccccc2O)c1
  1.2, -7.8, 1.1, 0.2, -1.0, -27.0, -0.1, 2.0, -2.9, 0.0, -2.6
CCc1nc2oc3cc(OC)ccc3c(=O)c2c(=O)n1-c1ccccc1
  0.9, -0.4, 3.0, 0.1, -1.1, -2.9, 0.3, -0.2, -1.0, 0.4, 0.6
CCCCn1c(N)c(N(CCOC)C(=O)C(C)N2C(=O)c3ccccc3C2=O)c(=O)[nH]c1=O (stereo not drawn)
  1.7, -1.8, 0.4, 0.0, -0.8, 5.8, -1.6, 0.1, -8.0, -0.3, 2.3
COC(=O)c1ccc(-c2nc(-c3cccs3)no2)cc1
  1.3, 3.8, 13.7*, 6.8*, 1.8*, 1.3, 6.8*, -2.2, 6.6, -1.9, 10.8*
CC(C)N(Cc1nc(-c2ccc(Cl)cc2)no1)C(=O)CCC1CCCC1
  0.1, 2.6, -2.0, -0.5, -2.0, -3.4, -1.9, 3.2, 1.2, -0.3, 2.3
CCOc1ccc(-c2nnc3ccc(SC)nn23)cc1
  1.0, -9.3, 0.6, 0.0, -2.2, 6.8, 0.0, 1.0, 48.8*, 0.3, -0.7
CC1=Nn2c(nc3sc4c(c3c2=O)CCCC4)SC1
  1.7, -2.2, 4.4, 0.6, -1.2, -3.0, -2.1, 2.8, 5.6, -1.2, 10.1*
CCCCCCCC(=O)N/N=C(\C)c1ccc(O)cc1O
  -0.6, -6.5, -1.8, -0.7, -1.1, 8.8, -2.8, 1.6, -7.3, -0.9, -3.1
Cc1ccc(NC(=O)N2CCCC2C(=O)NCc2cccs2)cc1 (stereo not drawn)
  0.1, 8.3, -1.9, 0.5, -1.3, 6.6, 0.4, -0.9, -6.1, -1.8, -1.4
O=C(Cc1nnc(NC(=O)Nc2ccccc2F)s1)NCc1ccccc1
  ., -4.5, 1.1, -0.1, -1.0, -5.0, -1.5, 0.9, -4.3, -1.2, -1.6
Cc1c(C(=O)N2CCN(C/C=C/c3ccccc3)CC2)oc2c(F)cccc12
  -0.8, -15.1, 1.7, 0.8, -0.4, -1.0, 3.3, 1.2, -1.9, 0.0, 0.1
O=C(CN1C(=O)NC2(CCCCC2)C1=O)N1CCN(S(=O)(=O)/C=C/c2ccccc2)CC1
  -1.5, -0.6, 4.4, -1.4, -0.9, -10.1, 0.7, 1.1, 9.7, -1.2, -1.7
Cc1cc(NC(=O)CN2CCCC(C)C2)n(-c2nc3ccccc3s2)n1 (stereo not drawn)
  -0.2, 6.3, 1.2, 0.4, 0.1, 11.7, 2.4, 2.6, 9.5, -1.0, -1.5
COc1ccc(CC(=O)NC(C)c2nnc(SCC(=O)Nc3nc(C)cs3)n2C)cc1 (stereo not drawn)
  0.4, 1.4, 2.6, 0.8, -1.3, 6.7, -0.6, -0.8, 4.2, 1.9, 0.0
CSc1nc(NCCOCCO)c2sc3nc(-c4ccco4)c4c(c3c2n1)CCC4
  0.0, -155.3, 1.5, 0.3, -1.1, -7.2, -0.6, -0.2, -19.5, -0.1, 2.5
O=C(CN1CCCc2ccccc21)NC(=O)NC1CCCCC1
  -0.1, 1.1, -3.3, -0.1, -1.1, 4.4, 2.1, 3.7, 2.0, 0.9, -0.1
CC(C)(C)c1ccc(-c2nnc3sc(COc4ccccc4)nn23)cc1
  ., 2.0, 0.8, -0.1, -1.4, -3.1, 1.5, ., -3.7, ., 3.7
Cc1cc(NC(=O)c2ccccc2)ccc1NC(=O)Cc1ccccc1
  -0.5, -5.6, 1.0, 0.3, -1.3, -6.2, -1.2, 1.7, 4.8, -1.0, 0.2
O=C(NCCc1ccccn1)c1cc(-c2ccccc2Cl)nc2ccccc12
  -0.2, -4.2, 0.6, -0.8, -1.8, 8.1, -4.4, 0.5, -2.5, -2.5, -1.5
CCOC(=O)c1sc2nc(C)nc(SCC(=O)NC(C)CCc3ccccc3)c2c1C (stereo not drawn)
  0.6, -1.7, 1.0, 0.0, -2.4, 5.6, -1.0, 3.5, 16.8, 2.8, 1.1
Cc1cc(=O)n2nc(N3CCCC(C(=O)NCc4cccc(Cl)c4)C3)sc2n1 (stereo not drawn)
  0.5, -1.9, 4.4, 0.3, -1.4, 6.2, -1.6, 1.8, 2.9, -1.7, 5.7
CC1CCN(CCCCOc2ccccc2Br)CC1
  -0.8, 3.8, -1.7, 0.0, -1.5, 11.5, 0.2, 1.3, -4.5, -2.4, -0.5
CCCCn1c(NCc2cccs2)nc2ccccc21
  0.3, -2.7, -2.3, 0.2, -0.9, 0.4, 0.0, 0.9, 1.9, 1.8, -3.4
CCOC(=O)c1oc2ccccc2c1NC(=O)c1ccc(S(=O)(=O)N2CCCC2)cc1
  0.3, 6.0, -0.8, -0.1, -1.4, 7.4, -0.6, 0.7, -1.4, -0.7, -0.9
CC1CCN(S(=O)(=O)c2ccc3c(c2)C(=NO)c2cc(S(=O)(=O)N4CCC(C)CC4)ccc2-3)CC1
  0.0, 0.6, -0.5, -0.3, -1.1, -4.7, -0.3, 10.8*, -3.3, 0.1, 0.3
O=C(c1ccc(COc2c(F)c(F)cc(F)c2F)o1)N1CCN(c2ccc(Cl)cc2)CC1
  -0.6, -3.0, -1.3, 0.0, -0.6, 1.1, -1.0, 0.2, -3.4, -1.1, -0.6
O=C(CCCCn1c(=O)[nH]c2ccsc2c1=O)NCc1cccnc1
  0.5, 3.9, -0.9, -0.1, -1.2, 3.9, -0.7, -3.5, -2.8, 4.1, -3.5
O=C(CCNS(=O)(=O)c1cccc2nonc12)NC1CCCc2ccccc21 (stereo not drawn)
  -1.4, 2.5, 1.5, -0.2, -0.7, 1.2, 1.7, 0.6, -5.6, -1.9, 2.2
CCC1=C(OC(=O)N(CC)CC)N2C(=O)OC(=NCC(=O)OC)[C@]2(Cc2ccccc2)[C@H]2C1=CC[C@H]1C(=O)N(c3ccccc3)C(=O)[C@H]12
  1.6, -4.8, -1.2, 0.3, -1.1, -11.7, -0.2, 1.2, -3.0, 0.1, -0.7
CC(=O)c1ccc(OCCCC(=O)OCC(=O)Nc2ccc3[nH]c(=O)[nH]c3c2)cc1
  -0.5, -6.5, 1.1, -0.2, -0.5, -6.1, 0.3, 0.4, 5.4, 2.5, -0.4
CCc1nc2ccc(C(=O)N(C)CCN(C)C)cn2c1N(C)Cc1cc2ccccc2s1
  ., -2.7, 0.8, 0.7, -1.2, -16.5, -1.9, -0.4, -1.5, -2.9, 5.2
CCS(=O)(=O)c1nnnn1-c1ccccc1S(C)(=O)=O
  -1.4, 0.1, -1.2, -0.9, -0.3, 1.9, 2.0, -5.2, -0.3, 1.5, -2.7
CCCCS(=O)(=O)N1CCCC(C(=O)NCC2CCCO2)C1 (stereo not drawn)
  -0.5, -4.6, -0.1, 0.6, -1.0, 1.1, -1.2, 1.6, -3.8, -0.2, -2.3
O=C(c1ccc([N+](=O)[O-])cc1)N1CCN(Cc2ccccc2[N+](=O)[O-])CC1
  -0.5, 1.1, -2.9, -1.1, -1.8, 6.3, 0.3, 1.0, -4.1, -0.2, -7.3
O=C(CCn1c(=O)[nH]c2ccccc2c1=O)N1CC=C(c2ccccc2)CC1
  -0.3, -6.4, 2.5, -0.6, -1.3, -3.6, 0.6, 0.9, 2.6, -1.5, 0.3
CCC(Sc1ccc2nnc(-c3ccc(F)cc3)n2n1)C(=O)O (stereo not drawn)
  -0.1, -132.6, 1.1, -0.2, -1.2, -0.1, -0.9, 1.0, 0.0, 2.3, -1.1
COCCNC(=S)N/N=C/c1ccc(N2CCOCC2)cc1
  -1.3, -192.7, 0.5, -0.1, -1.9, 9.9, -0.3, 1.8, 2.2, -3.9, 0.6
CCOC(=O)C(=CNc1ccc(O)c(C(=O)OC)c1)C(=O)OCC
  -0.6, -88.6, 0.0, -0.5, -1.2, -0.4, -1.4, -1.0, 0.1, -0.5, -1.5
CC(=O)Nc1ccc2c(c1)ncn2C1CCCCC1
  1.1, 1.6, 1.4, 0.6, -0.5, -2.4, -0.7, 0.5, -3.4, -0.1, 0.9
CC1CCN(S(=O)(=O)c2ccc3c(c2)N(CC(=O)NCCCN(Cc2ccccc2)C(C)C)C(=O)CO3)CC1
  -0.1, -3.5, 0.5, 3.1, -0.8, 0.4, 2.0, -1.8, -2.2, -2.0, -2.3
Cc1ccc(CN2CCN(Cc3ccc(-n4cccn4)cc3)CC2CCO)cc1 (stereo not drawn)
  -0.3, 4.6, -1.2, 0.0, -2.0, -3.1, -1.2, -0.1, -6.2, 1.1, 2.3
COc1cc(C2c3cc4c(cc3OC(NCc3ccccc3)C2C)OCO4)cc(OC)c1OC (stereo not drawn)
  -0.8, -0.8, -4.7, 3.4, -0.7, -1.4, 0.2, -1.3, 7.7, -2.5, 2.7
COc1ccc(Br)cc1C(=O)Nc1cccc(C)c1C
  -0.6, 1.4, 0.8, -0.1, -0.8, 17.0, 1.0, -0.6, -0.3, 2.2, 3.5
COc1ccc(S(=O)(=O)N2CCOCC2)cc1NC(=O)c1ccc(Cl)cc1
  -1.5, 3.0, 2.9, -1.7, -0.8, 7.5, 1.7, 0.2, 4.7, 0.6, -0.6
CN(C)c1ccc(C=c2c3ccccc3n3c2c2ccccc2[n+]3C)cc1
  -3.4, -18.8, -6.9, -9.1, -1.9, -30.5, -2.5, -10.4, -33.9, -31.5, -9.5
NS(=O)(=O)c1ccc(CNC(=O)Cc2ccsc2)cc1
  0.4, -8.5, 1.9, 1.0, -0.9, 0.4, 1.3, 0.1, 3.8, -3.4, -2.0
CC12CC(c3ccccc3O1)C(/C(N)=N/NC(=O)c1ccc(F)cc1)C(=O)N2 (stereo not drawn)
  -0.2, -1.8, -1.4, 0.0, -0.7, 11.4, -1.2, -5.1, -3.9, -0.1, -2.3
CN(C(=O)COC(=O)c1nc(Cl)ccc1Cl)C1CCS(=O)(=O)C1 (stereo not drawn)
  -0.2, -4.2, -1.6, 1.5, -0.6, 2.0, -0.6, 0.6, -4.2, -0.7, 0.7
